From PubChem BioAssay
BRCA1 expr act = BRCA1 expression activation. MCF7-BRCA1-FFLuc reporter, luminescence, 48 h; response scale: scaled: vehicle 0%, 10 µM genistein 100%. Potency, µM (top dose mostly 46.1 µM), inactives show top-dose activation, hits mostly activators. 380,000 tested, 1.1% active. AID 624202; also: nearly all actives have a fitted effect of over 80% in size; some results filed as inactive show a strong effect at the top dose
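Reporter cells (MCF7, BRCA1 promoter-firefly luciferase) received library compounds across a concentration series for 48 h. End-point luminescence was measured and concentration-effect curves derived after normalization.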
NPC1 prom act = NPC1 promoter activation | Huh7 NPC1 promoter luciferase reporter, 24 h | Potency, µM (top dose mostly 9.22 µM), for inactives: top-dose activation, usual class: activators | 320,000 tested, 2.4% active;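 also: % of control where 0% means no effect; nearly all actives have a fitted effect of over 60% in size; reporter is driven by a mutant NPC1 promoter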
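NPC1 promoter–luciferase Huh7 cells; 24 h compound; luminescence.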
RORg inh = blocks mouse ROR gamma transcriptional activity; AID 2551; Potency, µM (series often up to 53.6 µM), inactives show top-dose activity change, negative = inhibition, actives largely listed as inhibitors; 310,000 tested, 5.4% active; Drosophila S2 Gal4-RORgamma UAS-luciferase reporter, 20 h; P51450; also: % is scaled to controls: 0 for no effect and ±100 for the full control effect; nearly all actives have a fitted effect of over 60% in size
Target sequence (P51450 whole entry, looked up, the tested form may be a part): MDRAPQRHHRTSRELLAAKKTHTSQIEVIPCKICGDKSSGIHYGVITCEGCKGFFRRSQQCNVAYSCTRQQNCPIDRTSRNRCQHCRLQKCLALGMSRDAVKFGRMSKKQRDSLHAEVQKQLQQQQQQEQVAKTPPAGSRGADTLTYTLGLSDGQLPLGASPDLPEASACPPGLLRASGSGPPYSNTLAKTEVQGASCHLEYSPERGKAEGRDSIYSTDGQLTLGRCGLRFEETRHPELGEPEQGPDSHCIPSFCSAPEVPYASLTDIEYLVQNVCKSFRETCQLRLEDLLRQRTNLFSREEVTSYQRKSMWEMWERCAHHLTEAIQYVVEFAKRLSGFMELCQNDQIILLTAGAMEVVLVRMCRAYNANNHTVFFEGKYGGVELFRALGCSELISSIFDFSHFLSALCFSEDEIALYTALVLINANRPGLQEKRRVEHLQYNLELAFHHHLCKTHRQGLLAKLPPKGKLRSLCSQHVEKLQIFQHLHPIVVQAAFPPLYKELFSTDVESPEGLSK
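A Gal4/UAS one-hybrid system in insect cells: metallothionein-promoter Gal4–ROR gamma fusion plus Photinus luciferase reporter. Copper sulfate 700 uM final, 20 hr ambient incubation, luminescent detection after 10 min with reagent.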
FLuc modulator = firefly luciferase modulation, counter-screen for miR-21 project | P08659 | purified FLuc, Km substrates, luminescence inhibition | Potency, µM (top dose mostly 57.5 µM), for the others: at the top dose activity change, negative = inhibition, most hits filed as inhibitors | 360,000 tested, 6.9% active;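 also: plate controls were vehicle for no effect and reference inhibitor for full effect; nearly all actives have a fitted effect of over 55% in size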
Target sequence (P08659 whole entry, looked up): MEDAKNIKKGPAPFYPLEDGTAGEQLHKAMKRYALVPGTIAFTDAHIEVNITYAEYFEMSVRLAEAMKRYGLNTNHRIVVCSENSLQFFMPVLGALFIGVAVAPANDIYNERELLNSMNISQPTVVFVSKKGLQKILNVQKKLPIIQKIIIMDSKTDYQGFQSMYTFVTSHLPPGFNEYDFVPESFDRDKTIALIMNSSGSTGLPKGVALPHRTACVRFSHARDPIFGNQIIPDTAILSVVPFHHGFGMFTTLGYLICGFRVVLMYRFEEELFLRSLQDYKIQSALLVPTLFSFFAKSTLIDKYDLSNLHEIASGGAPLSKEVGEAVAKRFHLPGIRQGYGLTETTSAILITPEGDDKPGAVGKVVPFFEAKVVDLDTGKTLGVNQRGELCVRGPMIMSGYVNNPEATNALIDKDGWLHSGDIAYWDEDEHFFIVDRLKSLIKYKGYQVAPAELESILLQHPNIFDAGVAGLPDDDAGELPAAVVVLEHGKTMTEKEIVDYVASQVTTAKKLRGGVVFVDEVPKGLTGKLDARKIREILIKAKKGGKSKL
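Purified P. pyralis luciferase (10nM final) with 10uM D-luciferin and 10uM ATP (Km levels) in 50mM Tris acetate pH 7.5, 10mM Mg acetate, 0.01% Tween-20, 0.05% BSA; qHTS 6-point titration, ~60 µM downward; luminescence read.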
MLL CXXC-DNA inh = MLL CXXC-DNA interaction inhibition; MLL-CXXC / FITC-HOXA9 DNA fluorescence polarization; Potency, µM (titrated, usually from 115 µM), for the others: at the top dose activity change, negative = inhibition, hits mostly inhibitors; 290,000 tested, 0.037% active; active = well fitted inhibition curve with a large enough effect in the polarisation, with a control signal flat, not every such curve was filed as active; inconclusive = small, poorly fitted or top-dose-only effect, or effect the other way, or a change in a side signal; inactive = no such curve, though single readings can be large or run the other way; the % refers to the polarisation
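Purified MLL-CXXC (added from a 7 uM solution) was preincubated 5 min at ambient with pinned compounds in 50 mM Tris-HCl pH 7.5, 50 mM NaCl, 1 mM DTT, 0.05% BSA. Fluorescein-labeled HOX-A9 DNA (50 nM solution) followed, 30 min, then polarization read.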
uPA surface inh = cell surface uPA generation inhibition; cell surface uPA generation assay, qHTS; AID 540303; Potency, µM (highest dose often 38.3 µM), for the others: at the top dose activity change, negative = inhibition, actives largely listed as inhibitors; 330,000 tested, 0.31% active; active = well fitted inhibition curve with a large enough effect; inconclusive = small, poorly fitted or top-dose-only effect; inactive = no such curve, though single readings can be large or run the other way; tested in mouse RAW 264.7 cells; also: % is scaled to controls: 0 for no effect and ±100 for the full control effect; nearly all actives have a fitted effect of over 55% in size
p53 reactivator = restores transcriptional activity of mutant p53 | H1299 p53-A138V BP100-luciferase reporter, luminescence, 24 h | Potency, µM (titrated, usually from 92.2 µM), inactives show top-dose activity change, positive = activation, usual class: activators | 320,000 tested, 0.063% active | AID 504706; also: % of control where 0% means no effect; nearly all actives have a fitted effect of over 45% in size
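p53-null H1299 cells stably carrying temperature-sensitive p53-A138V and a BP100-luciferase reporter were pinned with compounds (4-point, 1:5 series) and held 24 hrs at 37 deg C. Luminescence was read 10 min after detection reagent.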
MBNL1 CUG block = MBNL1-poly(CUG) RNA binding inhibition; TR-FRET MBNL1-His/biotin-(CUG)12 binding, 665/545 ratio; Potency, µM (doses to about 57.5 µM), without a hit: top-dose activity change, negative = inhibition, hits mostly inhibitors; 280,000 tested, 0.036% active; AID 2675; active = well fitted inhibition curve with a large enough effect in the signal ratio, with a control signal flat, not every such curve was filed as active; inconclusive = small, poorly fitted or top-dose-only effect, or effect the other way, or a change in a side signal; inactive = no such curve, though single readings can be large or run the other way; the % refers to the signal ratio; also: % is scaled to controls: 0 for no effect and ±100 for the full control effect
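TR-FRET between His-tagged MBNL1 and biotin-(CUG)12 RNA, detected with Tb anti-His antibody (0.055 ng/ul) and streptavidin-XL665 (5 nM), 60 min at room temperature. Compounds titrated 92 nM to 58 uM; 665/545 nm ratio normalized to buffer and complex controls.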
ELG1 genotox = induces genotoxicity in HEK293T cells with luciferase-tagged ELG1; Potency, µM (series often up to 46 µM), inactives show at the top dose activity change, positive = activation, most hits filed as activators; 330,000 tested, 1.3% active; AID 504466; HEK293T ELG1-luciferase reporter, luminescence, 16 h; also: % of control where 0% means no effect; nearly all actives have a fitted effect of over 60% in size
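Screening used a luciferase reporter fused to human ELG1 in HEK293T cells. Luminescence was read on a CCD plate imager after 16 hr exposure and 30 min ONE-Glo incubation.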
Rab9 prom act = activates the Rab9 promoter; Potency, µM (series often up to 9.22 µM), for inactives: top-dose activation, negative = inhibition, actives largely listed as activators; 320,000 tested, 2.8% active; AID 485297; Huh7 Rab9 promoter-luciferase reporter, luminescence, 24 h; also: % of control where 0% means no effect; nearly all actives have a fitted effect of over 60% in size
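Huh7 cells stably carrying a Rab9 promoter-luciferase reporter, 1500 cells per well in OP-MEM I with 10% FBS, treated with compound 24 hours at 37C. Luciferase activity read by luminescence after 10 minutes with Amplite reagent.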
Gal4-VP16 FLuc = counter-screen for ROR gamma inhibitors: Gal4-VP16 reporter; Drosophila S2 Gal4-VP16 UAS-luciferase, luminescence, 20 h; Potency, µM (highest dose often 53.6 µM), for the others: top-dose activity, negative = inhibition, usual class: inhibitors; 310,000 tested, 3.5% active; AID 2546;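 also: Gal4-VP16 expression switched on by copper sulfate through the metallothionein promoter; % is scaled to controls: 0 for no effect and ±100 for the full control effect; nearly all actives have a fitted effect of over 50% in size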
Starred values were filed as active, the others as inactive; ? = inconclusive; nt = no result given; & = joins results of further samples; [ ] = remark or other dose. Unless noted, calls follow the shape of the dose curve; as a rule, active = well fitted curve in the direction sought with a large enough effect; inconclusive = small, poorly fitted or top-dose-only effect, or another doubt; inactive = no such curve, though single readings can be large; an effect the other way counts as inactive or inconclusive. Potency is read from the fitted curve at half-maximal effect. An excerpt (hit frequency here may not be typical).

SMILES | BRCA1 expr act | NPC1 prom act | RORg inh | FLuc modulator | MLL CXXC-DNA inh | uPA surface inh | p53 reactivator | MBNL1 CUG block | ELG1 genotox | Rab9 prom act | Gal4-VP16 FLuc
COc1ncccc1C(=O)NC1CCCc2c1cnn2-c1ccc(C)c(C)c1 (stereo not drawn) | -15% | -4% | 56% | 1% | 12% | -3% | -3% | 1% | -8% | -3% | -14%
Cc1ccc(OCCSc2nc(N)cc(N)n2)cc1 | ? | 3.2µM* | ? | 24µM* | -1% | -5% | 22% | 0% | ? | 1.8µM* | -11%
CCN(C(=O)c1cccc(NC(=O)c2ccccc2)c1)C1CCCCC1 | -25% | -3% | 18% | 1% | 4% | 9% | -12% | 1% | -1% | -2% | 0%
O=C(CSc1nc2c(cnn2-c2ccc(F)cc2)c(=O)[nH]1)N1CCCc2ccccc21 | 0% | 1% | -3% | -1% | -14% | -3% | -5% | -4% | 1% | 8% | 3%
O=C(CN1CCN(Cc2cccc(F)c2)CC1)Nc1ccccc1F | 0% | 2% | 4% | 1% | 8% | 9% | 14% | -1% | 2% | -19% | 1%
COc1cccc(N2CCN(C(=O)c3cn(Cc4ccccc4)nc3-c3cccnc3)CC2)c1 | -38% | -28% | nt | 2% | nt | ? | 0% | nt | 2% | -22% | nt
c1cnc(Oc2ccc3oc4ccccc4c3c2)nc1 | 95% | -33%[inhibitor] | 3% | ? | 2% | 5% | ? | -4% | 16% | 28% | 1%
Cc1cc(Br)cc2cn[nH]c12 | -3% | -1% | 2% | -11% | 5% | 19% | 0% | -2% | 0% | -2% | 0%
Cc1ccc(S(=O)(=O)Cc2ccc(C(=O)NC3CCCC3)o2)cc1 | -1% | 0% | 1% | 0% | 7% | 4% | 0% | -11% | -2% | -3% | 8%
COc1ccc(NC2c3ccccc3C(=O)N2c2cccnc2)cc1 (stereo not drawn) | 11% | 1% | -12% | 0% | -8% | 8% | -3% | -10% | -6% | -2% | 5%
Cc1cccc(N(CC(=O)NC(C)(C)C)C(=O)CNC(=O)c2cccs2)c1C | 8% | -3% | 9% | -1% | 6% | -14% | -3% | -10% | -5% | -1% | 0%
O=C(c1ccc(Cl)c(S(=O)(=O)N2CCOCC2)c1)N1CCN(c2ccccc2F)CC1 | -1% | -3% | 7% | 1% | -3% | 0% | -7% | -5% | -5% | 0% | -14%
C/C(=N\NC(=O)C1COc2ccccc2O1)c1ccc(N2CCOCC2)cc1 (stereo not drawn) | 13% | -1% | -1% | -12% | -13% | 0% | -4% | 4% | 0% | -3% | -7%
COC(=O)c1sccc1-n1cccc1C(=O)C(=O)N1CCCCC1 | 0% | -1% | -19% | -1% | 3% | 4% | -2% | -15% | -3% | -11% | 2%
Fc1c(F)c(F)c(N/N=C/c2c[nH]c3ccccc23)c(F)c1F | -69% | -11% | -14% | ? | 1% | -8% | 30% | 8% | 10% | 0% | -14%
CC1CC1C(=O)OCc1cc(=O)n2cc(Br)ccc2n1 (stereo not drawn) | ? | 2.5µM* | -8% | 9.5µM* | 8% | -3% | ? | ? | ? | 3.5µM* | -16%
COc1ccc(N2CC(=O)N(c3ccc(OC)c(OC)c3)CC2=O)cc1OC | 29% | 3% | -19% | 6% | 2% | -1% | 7% | -6% | 2% | 7% | 4%
Cc1ccc2oc(=O)n(Cc3ccc(F)cc3)c2c1 | 1% | -3% | -6% | 4% | 37%[activator] | -3% | -1% | 2% | 0% | 3% | 3%
O=C(COC(=O)CNC(=O)c1ccc(Cl)cc1Cl)NC1CCCCCCC1 | 14% | 1% | nt | -2% | nt | 2% | 6% | nt | 2% | 2% | nt
Cc1ccc(NC(=O)COC(=O)c2ccnn2C)cc1 | 0% | 0% | 5% | ? | 5% | -2% | 12% | -1% | 9% | 2% | 16%
CS(=O)(=O)c1cccc(NC(=O)CSc2nnc3n2CCCCC3)c1 | -4% | -3% | nt | nt | nt | 0% | -1% | nt | 1% | -2% | nt
COC(=O)N/N=C(\CCC(=O)O)c1cccs1 | 50% | 9% | 21% | -2% | -6% | 2% | 0% | -2% | -7% | -1% | 23%
CCCn1c(=N)c(S(=O)(=O)c2ccc(F)cc2)cc2c(=O)n3ccccc3nc21 | 2% | 5% | 3% | -1% | 5% | -8% | -5% | ? | 0% | -1% | -2%
CN(c1ccccc1)c1nc(N)c([N+](=O)[O-])c(Nc2cccc(F)c2)n1 | -29% | -4% | -2% | 0% | 17% | -1% | -1% | 8% | 1% | -1% | 1%
COc1ccc(NC(=S)Nc2ccccc2)cn1 | 1% | 1% | -12% | -8% | 8% | 1% | 6% | nt | 2% | 2% | 26%
O=C(c1cc(-c2ccccc2)on1)N1CCc2ccccc2C1 | 42% | -1% | -9% | 0% | 1% | -3% | 0% | -13% | -1% | -5% | 7%
O=C1CCCc2[nH]nc(-c3cccnc3)c21 | 0% | 4% | 45% | 0% | -15% | 3% | -1% | 0% | 2% | 0% | 0%
Cc1ccc(C)c(NC(=O)Cn2c([N+](=O)[O-])cnc2C)c1 | 0% | 1% | 1% | 1% | 0% | 1% | -2% | 14% | -2% | 0% | 3%
COC(=O)[C@H](Cc1ccccc1)NC(=O)NCC1CCCO1 (stereo partly drawn) | 3% | 0% | -8% | 4% | -5% | nt | 13% | 1% | -1% | 5% | -5%
CCOc1ccc(S(=O)(=O)Nc2ccc(OC)nc2)cc1 | -13% | -8% | ? | 2% | 2% | -7% | 7% | 8% | -12% | -4% | ?
COC(=O)C1=C(O)C(C(=O)OC)C(c2ccc(C)cc2)C(C#N)(C#N)C1c1ccc(C)cc1 (stereo not drawn) | -91%[inhibitor] | -5% | ? | 2% | 0% | 2% | 1% | -9% | -6% | -7% | ?
COC(=O)[C@@]1(Cc2ccc(OC)cc2)[C@H]2c3cc(C(=O)N4CCCC4)n(CCn4cc([N+](=O)[O-])nc4C)c3C[C@H]2CN1C(=O)c1ccccc1 | -2% | -4% | -9%&10% | 1% | -7% | 19% | 0% | 13% | -1% | 1% | 1%&-6%
NC(=O)CN1CCOCCOCCN(CC(N)=O)CCOCCOCC1 | 11% | -1% | 8% | 0% | 3% | -1% | 0% | 1% | 0% | 30% | -13%
O=C(CN1C(=O)C2C3C=CC(C4CC34)C2C1=O)Nc1cnc2ccccc2c1 (stereo not drawn) | -6% | -2% | 39% | ? | 10% | 1% | -8% | 4% | -1% | -4% | -10%
COC(=O)Cc1cnc(NC(=O)C2C3CCC(C3)C2C(=O)O)s1 (stereo not drawn) | 0% | 0% | 1% | -1% | -3% | -3% | 0% | -7% | -1% | -4% | 0%
CCOC(=O)C1=C(CS(=O)(=O)c2ccc(C)cc2)NC(=O)NC1c1cc(OC)c(OC)c(OC)c1 (stereo not drawn) | -13% | -4% | 27% | -4% | 16% | 1% | -5% | -2% | 1% | 3% | -11%
CC1(C)Cc2c(sc3ncn(N)c(=N)c23)CO1 | -6% | -4% | -26% | 1% | 2% | 6% | -7% | -13% | 0% | -8% | -1%
Cc1cccc(NC(=O)C2CCCN2C(=O)NC2CCCCC2)c1 (stereo not drawn) | 2% | 0% | -2% | 0% | 1% | 18% | -1% | 6% | 2% | -3% | 6%
CCCn1nc(NC(=O)C2CCCO2)c2cc3cccc(C)c3nc21 (stereo not drawn) | 12% | -2% | 5% | -2% | -9% | 5% | -3% | 4% | -4% | -5% | -11%
NC(=O)c1cccc(C[C@H](C(=O)O)N2C(=O)c3ccc(C(=O)O)cc3C2=O)c1 | nt | -1% | 5% | -2% | nt | nt | nt | nt | nt | -3% | -4%
Fc1ccc(-n2c(=S)[nH]c3cccnc32)cc1 | 1% | -8% | ? | -19% | -11% | -5% | 1% | 35%[activator] | 4% | 23% | ?
COc1ccc(CC(=O)Nc2nnc(-c3cccc([N+](=O)[O-])c3)s2)cc1 | 0% | -3% | 3% | -13% | 21% | -3% | 9% | -4% | 6% | 0% | 4%
COc1ccc(NC(=O)CN2CCN(c3ccccn3)CC2)cc1Cl | 3% | -1% | 19% | -2% | 6% | -4% | -3% | 0% | -2% | 16% | -1%
C=C(C)c1cccc(C(C)(C)NC(=O)N2CCN(c3ccc(OC)cc3)CC2)c1 | -8% | -3% | 20% | -1% | -1% | 0% | 1% | 22% | 1% | -1% | 1%
CCOc1cc(C2C3=C(CCCC3=O)NC3=C2C(=O)CCC3)cc(Cl)c1O | -17% | -2% | -10% | -1% | 10% | 4% | -11% | 24% | 4% | -6% | 2%
CCOc1ccc(OCCC(=O)N(CC)CC(=O)Nc2ccccc2C(F)(F)F)cc1 | 3% | -1% | nt | -2% | nt | 29% | 1% | nt | 3% | -4% | nt
